# TAAR1 agonist = human TAAR1 agonism. Q96RJ0. CHO RD-HGA16 TAAR1, Fluo-8 calcium fluorescence; vehicle wells 0%, saturating PEA agonist 100%. activation, % at 3 µM. 360,000 compounds, 0.99% hits. AID 624467;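 active means activation above the mean activation of all test compounds in the run plus 3 SD, cut at about 38% in these data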
# Target sequence (Q96RJ0 whole entry, looked up): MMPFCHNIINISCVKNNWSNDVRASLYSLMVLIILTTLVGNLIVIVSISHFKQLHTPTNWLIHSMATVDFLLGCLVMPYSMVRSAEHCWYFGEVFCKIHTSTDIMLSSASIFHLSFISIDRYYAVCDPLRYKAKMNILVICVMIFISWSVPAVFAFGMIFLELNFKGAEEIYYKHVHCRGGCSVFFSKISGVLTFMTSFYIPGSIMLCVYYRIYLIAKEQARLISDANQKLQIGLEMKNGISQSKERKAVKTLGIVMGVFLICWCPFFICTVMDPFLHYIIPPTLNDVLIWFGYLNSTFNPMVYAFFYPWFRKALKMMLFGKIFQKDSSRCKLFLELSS
#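 Benchmarks: low control DMSO, high control PEA (EC100); System: CHO RD-HGA16 cells carrying human TAAR1 plus Gα16; Detection: Fluo-8 fluorescence, 5 s baseline then 140 s kinetic read; Schedule: 17-24 h plating, Fluo-8 75 min 37 °C, 30 min RT; Read-out basis: % activation from peak over basal fluorescence ratio, DMSO-to-PEA scaled.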
# TAAR1 antagonist = human TAAR1 antagonism; 360,000 compounds, 1.5% hits; Q96RJ0; CHO RD-HGA16 TAAR1, Fluo-8 calcium fluorescence, antagonist; AID 624466; inhibition, % at 3 µM;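 active means inhibition above a per-plate cutoff, the mean inhibition of test compounds on that plate plus 3 SD, cut at about 49% in these data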;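 further: 0% = DMSO plus EC80 beta-PEA response and 100% = DMSO alone without agonist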
#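 Test system – hTAAR1-expressing CHO RD-HGA16 cells, Gα16-coupled · Reagent – β-PEA at EC80 concentration, post-compound challenge · Compound dosing – 3 µM, single point · Timing – 140 s kinetic read after compound, 140 s after agonist · Detection – Fluo-8 intracellular calcium dye fluorescence, real-time kinetic reads · Control set – DMSO and EC80 PEA controls · Repeats – n of 1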
# CHRM1 agonist = human M1 muscarinic receptor agonism; P11229; CHO-K1 hM1, Fluo-8 calcium fluorescence, agonist mode; 0% DMSO, 100% acetylcholine EC100; activation, % at 3 µM; 360,000 compounds, 0.33% hits; AID 588814;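 active means activation above the run's mean compound activation plus 3 SD, cut at about 16% in these data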;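 further: peak over basal fluorescence ratio within a 140 s kinetic read after compound addition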
# CHO-K1 Ca antag = counter-screen for M1 antagonists: effect in parental CHO-K1 cells; ATP-induced calcium, Fluo-8 fluorescence; inhibition, % at 3 µM; 360,000 compounds, 0.6% hits; AID 602250;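 active means inhibition above a per-plate cutoff, the plate's mean sample inhibition plus 3 SD, cut at about 24% in these data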;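 further: 0% = DMSO plus EC80 ATP and 100% = DMSO alone without ATP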
# CHO parental Ca = counter-screen for OX1R antagonists: effect in parental CHO cells; inhibition, % at 5.6 µM; 330,000 compounds, 0.63% hits; AID 463079; parental CHO-K1, ATP-induced calcium, Fluo-8 fluorescence;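 active means inhibition above that plate's mean sample inhibition plus 3 SD, cut at about 26% in these data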;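 further: 0% = ATP-challenged DMSO wells and 100% = DMSO wells without ATP; some compounds past the cut are filed as inactive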
#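 Assay system – parental CHO cells · Reagent – ATP stimulus · Detection – intracellular calcium via Fluo-8 no-wash fluorescent dye · Evaluation – percent inhibition of ATP-evoked calcium rise, normalized to controls · Controls – ATP wells versus no-ATP DMSO wells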
# OXTR potentiator = potentiates the human oxytocin receptor response; CHO-OTR cells, Fluo-8 calcium fluorescence, potentiator mode; 0% = oxytocin EC15, 100% = EC100; activation, % at 3 µM; P30559; 320,000 compounds, 0.061% hits;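 active means activation above that plate's cutoff, the mean activation of tested compounds plus 3 SD, cut at about 6.6% in these data, passing the limit was not always enough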;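 further: 100% uses oxytocin at 75 nM as the full agonist control; some results filed as inactive read as strong as hits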
#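 Measured by – Fluo-8 calcium dye fluorescence · Test system – human OTR in CHO cells · Dosing – one concentration, 3.0 µM compound · Controls – EC15 oxytocin alone as 0%, 75 nM oxytocin as 100% · Evaluation – normalized max/min fluorescence ratio, % activation · Timing – 6 min pre-incubation, 100 s read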
# M1 PAM parental = M1 PAM counterscreen hit in parental CHO-K1 cells; AID 602247; 360,000 compounds, 0.02% hits; ATP EC20, Fluo-8 calcium fluorescence; 0% at ATP EC20, 100% at ATP max; activation, % at 3 µM;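 active means activation above the run cutoff, the mean activation of all test compounds plus 3 SD, cut at about 40% in these data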;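 further: peak over basal fluorescence ratio in a 140 s read after ATP addition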
# M1 ag parental = nonselective activator or artifact in parental CHO-K1 cells; Fluo-8 calcium fluorescence; scaled to maximal ATP response, vehicle zero; activation, % at 3 µM; 360,000 compounds, 0.48% hits; in the data active means activation above about 15%;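 further: untransfected CHO-K1 host cells lacking M1 receptor as counterscreen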
# V1R ag counter = V1a receptor agonism, counter-screen for OXTR agonists; CHO-V1R cells, Fluo-8 calcium fluorescence, agonist mode; 0% DMSO, 100% 3 nM vasopressin; activation, % at 3 µM; P37288; 320,000 compounds, 0.25% hits;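 active means activation above the mean activation of all tested compounds plus 3 SD, per screening run, cut at about 20% in these data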;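 further: signal is peak over basal fluorescence ratio across a 100 second FLIPR read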
# Target sequence (P37288 whole entry, looked up): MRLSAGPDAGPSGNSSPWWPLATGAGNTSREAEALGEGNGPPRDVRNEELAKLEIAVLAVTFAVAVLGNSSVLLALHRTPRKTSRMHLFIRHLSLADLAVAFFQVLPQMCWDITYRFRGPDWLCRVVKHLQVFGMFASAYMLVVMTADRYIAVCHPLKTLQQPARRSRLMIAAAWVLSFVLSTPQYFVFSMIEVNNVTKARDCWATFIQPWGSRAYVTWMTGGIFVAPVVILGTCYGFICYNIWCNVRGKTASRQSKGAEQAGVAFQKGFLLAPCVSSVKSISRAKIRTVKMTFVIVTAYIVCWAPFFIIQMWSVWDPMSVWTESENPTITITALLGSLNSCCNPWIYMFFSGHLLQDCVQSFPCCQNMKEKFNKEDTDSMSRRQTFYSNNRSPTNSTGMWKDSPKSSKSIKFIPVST
# Starred values were filed as active, the others as inactive; nt = no result given.
# Below each compound – TAAR1 agonist	TAAR1 antagonist	CHRM1 agonist	CHO-K1 Ca antag	CHO parental Ca	OXTR potentiator	M1 PAM parental	M1 ag parental	V1R ag counter
Cc1nnc2sc(-c3cccc4ccccc34)nn12
  7.3	5.8	-2.1	4.0	-5.4	-4.8	-0.9	-0.1	-0.5
CC(=O)N1CCC2(CC1)NC(=O)N(c1ccccc1)N2
  0.2	-6.3	-0.2	-13.0	-2.0	3.4	0.2	1.3	1.7
O=[N+]([O-])c1ccc(Oc2ccc(S(=O)(=O)N3CCCCC3)cc2)cc1
  -1.3	30.7	-7.0	13.9	14.0	-19.6	2.3	8.4	5.0
CS(=O)(=O)N1CCC(C(=O)NCc2ccco2)CC1
  5.1	-1.0	0.0	-23.0	8.7	-2.7	10.5	0.2	1.8
CCCCCCCCCC(=O)NNC(=O)c1c(O)c2ccccc2n(CCC)c1=O
  4.7	4.2	-5.7	-7.1	7.4	-4.6	21.8	0.7	-0.1
CSc1nsc(SCC(=O)Nc2ccc(O)c(C(=O)O)c2)n1
  -0.6	-1.6	-0.8	-5.4	-8.1	-7.1	9.1	-0.1	2.0
Cc1ccc(-n2c(=O)c3c4c(sc3n3c(=S)[nH]nc23)CCC4)cc1
  8.1	-12.5	4.0	15.7	-7.1	-5.9	-18.9	-0.2	1.1
COc1ccc(CC(=O)NNC(=O)c2ccc(SCc3cc(F)ccc3F)c([N+](=O)[O-])c2)cc1
  3.5	-5.7	-2.3	-4.5	-10.8	-4.4	-1.3	0.1	0.9
O=c1c2cc(Cl)ccc2nc(-c2ccc(Cl)c(Cl)c2)n1O
  29.0	9.1	-1.5	-19.1	-4.6	-1.8	19.8	-0.2	1.2
CCn1c(SCC(=O)c2c(N)n(C3CC3)c(=O)[nH]c2=O)nnc1-c1ccccc1OC
  0.3	8.1	-6.8	2.9	-5.7	-5.6	-17.0	-0.4	0.6
CCC(NC(=O)COC(=O)C1CC2CCCC(C1)C2=O)c1ccc(Br)cc1 (configuration not stated)
  3.2	10.1	-2.8	-5.4	-12.4	-5.9	-3.0	2.5	0.2
COC(=O)C1=C(C)Nc2nnnn2C1c1ccccc1Cl (configuration not stated)
  12.3	3.3	-2.1	-8.8	5.1	-13.9	18.0	0.2	0.1
O=C(NC(=S)Nc1ccc2[nH]c(=O)[nH]c2c1)c1cc(Br)ccc1Cl
  4.6	-15.9	-0.9	0.3	-3.5	8.4	-15.0	0.4	1.3
CSCCC(NS(=O)(=O)c1ccc(F)cc1)C(=O)NCc1ccc(S(N)(=O)=O)cc1 (configuration not stated)
  0.3	-9.3	-1.0	1.1	-6.8	-4.5	-17.2	-0.2	0.8
Nc1nnc(SCC(=O)NNC(=O)c2ccc(Cl)cc2)s1
  5.1	-27.0	-1.5	-5.9	-3.4	-3.1	16.3	0.7	0.7
O=C(NC1CCc2ccccc21)c1cc(COc2c(F)cccc2F)on1 (configuration not stated)
  0.2	-35.0	-3.2	-9.4	-1.7	-27.8	12.1	0.4	-0.6
CC(C)N(C(=O)CN1CCC(c2nc3ccccc3[nH]2)CC1)C(C)C
  1.3	-5.7	-4.2	-12.1	-4.9	4.9	13.0	0.3	0.0
COC(=O)Nc1ccc(N2CCOCC2)c(S(=O)(=O)N2CCOCC2)c1
  9.5	-5.3	-3.6	-16.8	7.0	2.6	0.4	1.5	1.2
O=C(NCc1ccco1)C(=O)NCC1OCCN1C(=O)c1ccc(Cl)cc1 (configuration not stated)
  -0.4	-3.3	-0.6	-4.5	-9.6	-6.7	-9.8	0.0	-1.1
COc1ccccc1CNS(=O)(=O)c1ccc(-n2cccn2)cc1
  1.7	-2.0	2.8	6.3	-3.5	-14.5	-6.3	8.0	5.8
O=C1c2ccccc2CC1Sc1nnc(-c2ccncc2)o1 (configuration not stated)
  14.6	-2.6	0.8	23.9*	-6.8	-15.8	-7.1	-0.2	0.5
O=C(Nc1oc2ccccc2c(=O)c1-c1ccccc1)c1ccco1
  5.2	-31.8	-1.1	-7.4	nt	nt	0.0	0.6	nt
CCOC(=O)c1c(CN2CCOCC2)n(-c2ccccc2)c2cc(Br)c(O)c(CN(C)C)c12
  11.2	33.2	-1.7	-1.7	-7.8	-7.9	13.3	2.2	0.2
O=C(O)c1cccc(N2CCCC2)c1
  1.0	-12.7	3.3	11.3	0.1	2.2	-0.9	3.3	0.9
CCOc1ccccc1CN1CCNC(=O)C1CC(=O)NC1CCCCC1 (configuration not stated)
  1.7	-16.4	-2.2	-13.3	-16.0	-7.2	8.6	0.5	0.0
Cc1cccc(C)c1OCC(=O)NC1CC1
  2.9	-20.1	-3.0	-5.2	-11.3	-6.8	13.6	0.5	1.0
COC(=O)CSc1nnc(NC(=O)C2CC(=O)N(c3ccc(F)cc3)C2)s1 (configuration not stated)
  1.6	-13.4	-2.7	-1.9	-1.7	-2.0	19.9	11.3	1.5
CC1(C)Cc2c(sc3c2c(=O)n(-c2cccc(Cl)c2)c(=O)n3CC(N)=O)CO1
  4.9	1.6	-2.2	-13.3	-5.3	-2.7	16.7	2.9	0.4
CCCNC(=O)c1ccc(COc2ccc(C(C)(C)C)cc2)o1
  8.8	39.2	-2.8	18.8	27.3	-18.7	-13.5	9.4	4.2
CC(OC(=O)CNC(=O)c1sc2ccccc2c1Cl)c1ccccc1 (configuration not stated)
  5.2	18.1	-1.0	-14.6	-25.1	-8.6	12.8	-0.1	-0.2
Cc1oc(-c2cccs2)nc1CN1CCC(C(=O)N2CCCC2)CC1
  2.8	1.9	1.5	-8.0	-20.1	2.5	3.2	-0.1	-0.5
O=C(c1ccccc1Br)N1CCN(c2ncccn2)CC1
  3.8	-8.9	-2.3	-4.2	nt	nt	15.8	0.5	nt
COc1cc(NC(=O)c2ccccc2)c(OC)cc1NC(=O)CN1CCOCC1
  8.0	18.7	-0.1	-0.5	-22.3	-9.4	13.5	0.8	-0.4
Cc1nn(-c2ccccc2)c(C)c1C(=O)NCCc1ccc(Cl)cc1
  -1.1	-8.9	-4.1	0.0	-12.6	-13.9	4.3	5.0	-0.9
CCOC(=O)N1CCN(c2c(NCCN(C)Cc3ccccc3)c(=O)c2=O)CC1
  2.4	-22.9	-10.2	2.3	-5.3	0.7	7.4	0.4	0.3
Cc1ccccc1C(=O)NC(=S)N(C)CCc1ccccn1
  0.6	-8.5	-4.2	-4.5	-7.4	-1.3	-11.2	2.1	0.1
CCCc1cc(Nc2cccc(OCC)c2)n2ncnc2n1
  7.5	3.0	-7.4	-4.4	-21.4	-0.8	4.4	-0.4	-1.7
c1ccc2c(-c3cccc4nccn34)cncc2c1
  7.7	9.2	-8.2	-1.6	nt	nt	-4.5	0.5	nt
COc1ccc(NC(=O)/C(C#N)=C\c2ccc(Br)o2)cc1
  6.7	-5.5	-2.6	-4.2	9.1	2.6	15.7	0.3	1.6
COC(=O)c1ncccc1SC
  0.4	-2.0	-4.6	-11.3	-7.4	3.4	13.6	0.4	0.3
COC(=O)c1ccc(COc2ccccc2/C=C/C(=O)c2ccc(OCC(=O)O)cc2)cc1
  -1.3	47.0	-3.8	-10.3	6.2	-5.5	5.2	0.3	5.2
O=C(NCCNc1ccc([N+](=O)[O-])cc1C(F)(F)F)c1ccccc1
  3.8	1.4	-5.9	7.3	-15.2	-11.5	-10.6	4.3	2.9
Cc1cccc(-c2onc3ccc(C4(C)OCCO4)cc23)c1
  0.1	21.7	-3.4	-18.0	-19.2	-4.3	16.6	0.2	-1.4
CCOC(=O)C1=C(C)N=C2c3ccccc3C(=O)C2C1c1ccc(C)cc1 (configuration not stated)
  4.5	-10.5	-4.2	-1.3	-12.1	-5.1	14.6	0.6	-0.8
Cc1ccccc1NC(=S)Nc1ccc2cn[nH]c2c1
  0.9	-20.7	-4.1	-2.4	7.1	-12.7	23.5	1.1	-0.2
Cc1ccc(S(=O)(=O)NC[C@H]2O[C@@H](n3cnc4c(N)ncnc43)[C@H](O)[C@@H]2O)s1
  1.8	-2.0	-0.6	13.9	-4.3	-4.3	-14.6	-0.3	1.8
O=C(CN(Cc1ccccc1)S(=O)(=O)c1ccccc1)NC1CC1
  4.2	6.5	-6.7	-15.2	-9.9	-6.6	31.6	1.0	0.7
CCCCCCCCN1C(=O)[C@H](CC(=O)N2CCCCC2)C[C@@]2(C(=O)OC)CCCCC=C12
  3.1	-15.5	nt	-15.4	nt	nt	18.9	1.1	nt
COc1ccc(-c2oc3ncn4nc(COc5ccccc5)nc4c3c2-c2ccc(OC)cc2)cc1
  0.5	3.9	-1.7	12.4	-2.9	-1.8	1.1	0.4	-0.1
CCCCC(=O)Nc1cc(OCC)c(NC(=O)c2ccccc2[N+](=O)[O-])cc1OCC
  2.1	-26.5	0.0	-13.4	-11.5	0.6	4.4	-0.5	-0.7
O=S(=O)(Nc1ccc2nc(N3CCOCC3)sc2c1)c1ccc(Cl)cc1
  7.2	-5.3	-0.5	2.1	-3.7	-12.7	-10.5	1.7	4.0
O=C(c1cc(S(=O)(=O)N2CCOCC2)ccc1Cl)N1CCc2ccccc2C1
  0.6	-3.6	-1.7	2.9	-15.2	-12.0	-6.1	1.2	1.0
Cc1ccc(OCC(=O)OCC(=O)NC2CCS(=O)(=O)C2)cc1C (configuration not stated)
  4.2	-9.3	-1.1	7.3	nt	nt	-5.7	-0.2	nt
C=CC[C@H](CC(=O)NCCO)C(=O)N[C@@H](COC(=O)[C@H](CC=C)CC(=O)OC(C)(C)C)Cc1ccccc1
  5.9	-7.8	-3.1	-6.3	-18.8	-7.1	8.1	1.6	0.9
CC1CCc2c(sc3ncn(Cc4ccc(C(=O)O)cc4)c(=O)c23)C1 (configuration not stated)
  9.8	9.2	-3.1	1.2	-13.3	-4.5	9.9	-0.1	4.7
Cc1[nH]c2ccccc2c1C(=O)C(=O)N1CCN(C)CC1
  1.5	-0.7	-3.2	-5.2	-2.7	-1.9	15.3	0.2	0.6

# High-throughput results (PubChem BioAssay)
